Screening data deposited in PubChem BioAssay by several laboratories.
ASAP1 GAP inh – blocks human ASAP1-stimulated Arf1 GTP hydrolysis; 360,000 compounds, 0.19% hits; AID 624377; inhibition, % at 16.5 µM; GDP FP detection; in the data active = inhibition above about 25%;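 also: 0% = vehicle with enzyme and substrate and 100% = no enzyme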
sPLA2-III inh – Inhibits HGIII-sPLA2 liposome hydrolysis, primary screen. QFRET BODIPY PC-A2 liposome hydrolysis, fluorescence. inhibition, % at 12.2 µM. 370,000 compounds, 0.56% hits;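 active = inhibition above mean plus 3 SD of compounds lying within the high and low control bounds, cut at about 19% in these data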;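 also: 0% = median of test compound wells and 100% = no enzyme DMSO wells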
UHRF1 binding – human UHRF1 methylated DNA binding inhibitors; Q96T88; UHRF1 binding to methylated oligo, TR-FRET; inhibition, % at 4.4 µM; 370,000 compounds, 0.75% hits; AID 687016; in the data active = inhibition above about 21%;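 also: UHRF1 SRA domain binding a hemimethylated CpG hairpin DNA probe; 0% = median of test compound wells and 100% = reference inhibitor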
Target sequence (Q96T88 whole entry, looked up, the tested form may be a part): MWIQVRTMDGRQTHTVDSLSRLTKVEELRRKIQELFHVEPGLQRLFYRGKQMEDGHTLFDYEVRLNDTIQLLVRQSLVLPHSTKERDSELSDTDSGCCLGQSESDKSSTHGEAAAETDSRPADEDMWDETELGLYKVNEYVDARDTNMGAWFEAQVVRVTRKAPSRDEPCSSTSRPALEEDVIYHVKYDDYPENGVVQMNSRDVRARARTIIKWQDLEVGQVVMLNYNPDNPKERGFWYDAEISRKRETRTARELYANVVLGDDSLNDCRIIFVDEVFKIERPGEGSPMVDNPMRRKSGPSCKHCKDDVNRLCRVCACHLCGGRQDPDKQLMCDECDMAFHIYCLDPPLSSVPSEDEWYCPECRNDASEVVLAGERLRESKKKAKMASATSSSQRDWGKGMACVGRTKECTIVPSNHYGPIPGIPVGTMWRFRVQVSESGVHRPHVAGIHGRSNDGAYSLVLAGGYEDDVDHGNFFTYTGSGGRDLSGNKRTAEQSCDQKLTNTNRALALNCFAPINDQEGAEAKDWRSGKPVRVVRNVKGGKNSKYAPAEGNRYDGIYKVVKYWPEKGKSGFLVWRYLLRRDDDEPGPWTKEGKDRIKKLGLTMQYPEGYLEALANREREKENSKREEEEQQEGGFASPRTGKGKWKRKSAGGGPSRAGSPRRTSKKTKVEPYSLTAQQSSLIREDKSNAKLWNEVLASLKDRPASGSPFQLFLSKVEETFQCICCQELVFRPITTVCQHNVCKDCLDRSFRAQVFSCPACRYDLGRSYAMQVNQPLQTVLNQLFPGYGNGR
PLC-beta3 inh – PLC-beta3 (human) inhibition, primary screen; Q01970; Purified PLC-beta3, fluorogenic substrate, fluorescence; inhibition, % at 12.2 µM; 370,000 compounds, 0.18% hits; in the data active = inhibition above about 11%;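 also: 0% = median of compound wells on plate and 100% = full blocker control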
DDE Tn7 FP inh – inhibitors of Tn7 peptide binding to human fibrin DD(E) | 370,000 compounds, 0.13% hits | P02675 | inhibition, % at 8.3 µM | FP displacement of FITC-Tn7 peptide from fibrin DD(E); 0% = median of compound wells per plate;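 active = inhibition above the mean of compounds falling within the control limits plus 3 SD of them, cut at about 14% in these data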;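 also: 0% = plate median of compound wells and 100% = 10 µM Aha-Tn7 peptide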
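Test system: human clot-derived fibrin DD(E) complex / Quantity: 2 µM final DD(E) protein / Incubation: 10 min plus 3 h, room temperature / Measured by: fluorescence polarization / Benchmarks: high control of 10 µM Aha-Tn7 peptide / Replicates: singlicate testing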
Rev-erbA mod – modulates human Rev-erb alpha binding to DNA; P20393; Rev-erbα–FITC-DNA binding, fluorescence polarization, 90 min; activity, % at 10 µM; 370,000 compounds, 0.79% hits; AID 1259318;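 active = activity above about 14%, limit read from the data; passing the limit was not always enough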;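 also: 0% = DMSO wells with 35 nM protein and 100% = DMSO wells with 750 nM protein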
ARFGAP1 inh – rat ARFGAP1 inhibition. Q62848. Arfgap1-stimulated ARF1 GTP hydrolysis, GDP FP detection. inhibition, % at 16.5 µM. 360,000 compounds, 0.26% hits;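 active = inhibition above a per-plate limit, mean inhibition of low control wells plus 3 SD, cut at about 25% in these data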;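 also: 0% = DMSO wells with enzyme and 100% = wells lacking Arfgap1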
Target sequence (Q62848 1-136 limits assumed): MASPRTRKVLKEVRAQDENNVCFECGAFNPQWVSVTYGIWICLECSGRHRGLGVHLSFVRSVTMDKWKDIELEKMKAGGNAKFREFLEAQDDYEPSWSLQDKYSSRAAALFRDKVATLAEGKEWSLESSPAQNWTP
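Replicates: Single well per compound | Assay system: Truncated rat Arfgap1 GAP domain | Control set: No-Arfgap1 wells (100%) versus DMSO full-reaction wells (0%) | Times: Enzyme reaction 120 min at 25 °C after 20 min preincubation | Reagent: Human ARF1(Δ1-17)-GTP substrate | Measured by: Tracer-displacement fluorescence polarization with EDTA stop, 620/688 nm | Measure: Percent inhibition of Arfgap1-stimulated GTP hydrolysis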
KLK7 zymogen act – activators of human kallikrein-7 zymogen; P49862; purified proKLK7, EDANS-DABCYL substrate fluorescence; 100% is mature enzyme control, 0% vehicle; activation, % at 7 µM; 370,000 compounds, 0.9% hits;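 active = activation above the mean of all tested compounds plus 3 SD, computed per campaign excluding outliers beyond control limits, cut at about 13% in these data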
PLCg1 inh – PLC-gamma1 (human) inhibition, primary screen; inhibition, % at 12.2 µM; purified PLC-gamma1, fluorogenic substrate, fluorescence; 370,000 compounds, 0.84% hits; P19174; AID 720700; in the data active = inhibition above about 9.5%
Tn6 DDE FP – DD(E)-Tn6 binding inhibition, primary FP screen; 370,000 compounds, 0.21% hits; Fibrin DD(E) TRITC-Tn6 fluorescence polarization displacement; AID 720509; P02675; inhibition, % at 8.3 µM;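 active = inhibition above a per-campaign cutoff: mean of compounds within control limits plus 3 SD, cut at about 15% in these data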;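 also: 0% = median of all compound wells on the plate and 100% = blocking peptide control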
Numbers without * were called inactive; i = inactive; · = not tested or not shown.

ASAP1 GAP inh	sPLA2-III inh	UHRF1 binding	PLC-beta3 inh	DDE Tn7 FP inh	Rev-erbA mod	ARFGAP1 inh	KLK7 zymogen act	PLCg1 inh	Tn6 DDE FP	structure
-15.5	-3.1	-1.8	2.6	2.4	3.7	-2.4	0.0	-3.1	5.7	CN(CCCNC(=O)CCC(=O)N1CCOc2ccccc21)Cc1ccccc1
4.3	8.2	4.5	-0.9	-0.2	-0.7	4.5	0.5	2.9	1.1	O=C(Nc1ccccn1)C(c1ccccc1)c1ccccc1
4.0	2.8	6.2	2.1	-2.3	4.6	3.8	0.2	3.1	2.7	COCCCN(CC(=O)O)S(=O)(=O)c1cccc(Cl)c1
-4.7	-2.4	-1.8	-4.2	-1.9	7.3	-16.5	0.0	-4.8	7.7	COc1ccc(C(=O)N2CCOC2CNC(=O)C(=O)NCc2ccccn2)cc1 (configuration not stated)
·	-3.5	-3.0	-2.8	3.6	1.5	·	0.1	-0.8	5.0	CC(=O)c1cc(-c2cccc(C(C)C)c2)c(=O)n2c1CCC2
-4.5	6.7	1.3	0.2	0.4	-3.1	-4.0	0.0	-2.8	4.6	O=C(NC1CCN(C(=S)NCc2ccco2)CC1)C1CCCCC1
3.4	-3.5	0.5	0.6	-1.0	-7.0	-4.9	0.3	0.9	9.5	CN(C(=O)COC(=O)C12CC3CC(CC(Cl)(C3)C1)C2)c1ccccc1
0.0	1.0	3.6	-36.5	-1.3	-0.8	0.8	2.5	-29.1	-4.0	O=C1CNc2cc(Cl)ccc2N1
4.9	-5.2	-0.1	-148.5	-0.4	0.7	-1.4	2.2	-145.5	-2.3	CCOc1ccc(-n2ccnc(SCC(=O)NCc3cccc(OC)c3)c2=O)cc1
13.9	-2.0	5.5	1.3	-4.7	-0.4	14.0	0.1	5.5	3.5	COc1cc(NC(=O)CSc2ncccc2C(=O)OC(C)C)cc(OC)c1
-7.3	-13.8	-0.6	-58.6	1.5	6.6	-9.5	1.6	-30.2	4.1	Cc1ccc(/C=N/Nc2ccc(C(=O)O)cc2)s1
5.3	-4.7	-0.8	-5.5	-2.1	0.6	-6.4	0.6	2.9	-6.4	Cc1cccc(Nc2c([N+](=O)[O-])c(=O)oc3ccccc23)c1
9.0	-6.0	4.0	-0.1	-0.3	2.3	-4.9	0.2	1.5	-6.6	COc1ccc(C(NC(=O)C2CCN(CCCOc3ccccc3)CC2)c2cccs2)cc1 (configuration not stated)
-5.5	-11.9	-0.4	1.9	3.1	6.0	-8.9	-0.1	2.9	-1.3	CCc1cccc2c(C(=O)CSc3nnc(-c4ccoc4C)n3C)c[nH]c12
2.1	-7.6	0.8	-0.2	-0.4	7.6	1.2	1.1	-0.6	2.5	COC(=O)c1cc(=O)n(-c2ccc(F)cc2)c(=Nc2ccc(F)cc2)s1
-9.0	-3.2	-0.1	2.1	1.1	7.0	-4.8	-0.7	4.6	5.3	O=C1CCc2cc(S(=O)(=O)N3CCCC3C(=O)NC3CCCCCCC3)ccc2N1 (configuration not stated)
11.1	7.4	-1.9	5.6	-2.3	-2.4	16.2	0.1	4.1	-5.4	C=C(C)CNC(=S)NNC(=O)c1ccco1
-1.9	-13.7	1.2	-150.7	2.9	-1.1	3.0	2.9	-122.9	-1.1	O=S1(=O)N=C(N(CCO)/N=C/C=C/c2ccccc2)c2ccccc21
2.7	4.6	0.6	-4.4	0.6	3.2	-13.7	-0.1	2.9	-1.5	O=C(CN(Cc1cccs1)C(=O)CCC(=O)Nc1ccccn1)NCc1ccccc1
1.9	6.0	4.1	0.0	1.7	-7.0	-2.3	0.2	3.1	-2.7	CC(C)(C)OC(=O)C1C(=O)CC(C)(O)C(C(=O)OC(C)(C)C)C1c1cccnc1 (configuration not stated)
1.0	-25.6	-1.9	-2.1	-5.2	0.9	0.9	0.3	1.0	-3.5	CCOc1ccc(/C=N/NC(=O)Cc2csc(Nc3cccc(C(F)(F)F)c3)n2)cc1
-12.4	-34.0	-2.4	-31.9	4.1	1.2	-17.5	0.4	-15.4	4.0	CC1C(=O)N2CCCc3cc(S(=O)(=O)NCc4ccc(F)cc4)cc1c32 (configuration not stated)
-4.8	2.0	1.9	-4.1	-3.5	6.3	11.4	-0.2	-4.9	4.8	Cc1ccc(Cn2ncn3c(cc4ccccc43)c2=O)cc1
7.0	7.0	1.9	3.5	-9.5	0.8	11.8	0.0	0.6	1.4	Cc1cc(C)n2c(=S)[nH]nc2n1
-12.5	-0.9	0.3	-8.2	5.0	4.4	12.7	-0.1	2.1	-6.5	O=C(NN(CC(O)COc1ccccc1)CC(O)COc1ccccc1)c1ccccc1 (configuration not stated)
11.6	6.5	1.8	-6.8	5.5	-1.9	3.0	-0.4	5.4	3.6	CCOC(=O)c1nn(-c2ccccc2C)c(=O)cc1OCC(=O)Nc1cccc(OC)c1
-5.2	2.2	-0.6	4.5	0.7	-0.2	4.7	-0.1	3.9	4.1	CCCc1nnc(NC(=O)CCCN2C(=O)c3ccccc3C2=O)s1
-11.2	8.3	-3.3	-4.2	-1.0	-0.5	2.1	-0.3	-0.6	1.1	C/C(=N\NC(=S)NC(C)C)c1ccc(C(C)(C)C)cc1
14.2	2.0	-1.7	3.3	2.5	1.4	4.1	0.5	0.9	-4.2	O=C(Nc1ccc2ccccc2c1)c1ccccc1Cl
-8.0	1.9	-1.5	-4.1	-8.0	2.1	11.2	0.6	2.8	8.2	COc1ccc(CCNC(=O)COc2ccc(S(=O)(=O)N3CCOCC3)cc2C)cc1
7.9	2.7	1.6	-7.3	7.5	4.3	12.6	0.0	2.0	-0.6	CSCCC(NC(=O)c1ccccc1Cl)C(=O)N1CCN(C(c2ccccc2)c2ccccc2)CC1 (configuration not stated)
0.6	-2.1	-3.2	1.1	4.1	0.6	-0.9	-0.1	-0.2	-5.9	Cc1cc(C)n(-c2nc3ccccc3c(=O)n2OCC(=O)N(C)C)n1
8.8	-16.7	0.3	-3.5	-0.9	1.5	21.9	0.3	-1.4	-3.6	CCOC(=O)c1sc(NC(=O)CSc2ncn[nH]2)c(C#N)c1C
-1.4	0.1	-1.0	1.6	2.0	3.3	9.1	-0.5	-0.4	1.9	O=C(c1cccc(F)c1)N1CCC(N2CCOCC2)CC1
10.9	-9.6	-0.2	i	-0.1	-5.4	10.7	-22.5	-421.1	-2.1	c1ccc(C2=NN(c3ccccc3)CC2)cc1
6.1	-2.2	-0.1	-8.2	-2.6	-5.9	2.3	-0.1	-1.8	-2.8	O=S(=O)(c1ccc(NC(=S)NN=C2CCCCC2)cc1)N1CCOCC1
4.3	5.3	2.1	5.2	-4.6	1.1	3.9	0.5	1.8	0.2	CCCC(=O)N1CCC1(C)C(=O)Nc1ccc(C)cc1 (configuration not stated)
5.7	-0.2	-1.1	1.4	0.3	0.1	11.4	-0.2	3.1	0.9	CC(C)Cn1cnc2c(SCc3ccccc3)nc(N)nc21
-5.3	5.3	-2.6	-27.8	-0.1	-1.6	9.9	0.5	-19.8	-2.1	COc1ccccc1Nc1ncnc2nc[nH]c12
12.1	-6.7	-0.1	-9.1	-4.5	3.3	15.7	-0.6	0.8	-7.2	COc1ccc(C(=O)NCCCNC(=O)c2cc3ccccc3[nH]2)cc1OC

Looked up by compound from the entries so far (three):
ASAP1 GAP inh	sPLA2-III inh	UHRF1 binding	PLC-beta3 inh	DDE Tn7 FP inh	Rev-erbA mod	ARFGAP1 inh	KLK7 zymogen act	PLCg1 inh	Tn6 DDE FP	structure
6.1	-2.2	-0.1	-8.2	-2.6	-5.9	2.3	-0.1	-1.8	-2.8	O=S(=O)(c1ccc(NC(=S)NN=C2CCCCC2)cc1)N1CCOCC1
-1.4	0.1	-1.0	1.6	2.0	3.3	9.1	-0.5	-0.4	1.9	O=C(c1cccc(F)c1)N1CCC(N2CCOCC2)CC1
5.7	-0.2	-1.1	1.4	0.3	0.1	11.4	-0.2	3.1	0.9	CC(C)Cn1cnc2c(SCc3ccccc3)nc(N)nc21

Carrying on:
ASAP1 GAP inh	sPLA2-III inh	UHRF1 binding	PLC-beta3 inh	DDE Tn7 FP inh	Rev-erbA mod	ARFGAP1 inh	KLK7 zymogen act	PLCg1 inh	Tn6 DDE FP	structure
-9.3	-2.4	1.7	2.9	5.8	-2.7	4.9	0.5	0.0	0.5	CCCCn1c(SCC(=O)NNC(=O)c2ccco2)nnc1-c1ccco1
-2.2	3.0	0.9	-0.5	-2.9	5.8	11.2	0.4	0.9	-0.1	Cc1ccccc1NC1=C(Cl)C(=O)N(C2CCCCC2)C1=O
-1.6	0.4	0.8	4.2	3.6	-8.1	3.2	-0.4	3.7	-0.2	CC(=O)N[C@@H](C)C(=O)OC(C)C(=O)Nc1cccc([N+](=O)[O-])c1 (some centres not stated)
5.3	-4.2	-0.2	-7.1	7.5	-7.9	-9.9	0.5	-4.8	6.4	Cc1cc(SCC(=O)N(C)C2CCCCC2)nc2ccccc12
0.7	-3.6	0.9	1.7	4.4	-7.2	-0.4	-0.9	0.3	-9.2	Cc1ccc(-n2ncc3c(=O)n(CC(=O)N4CCN(c5ccccc5)CC4)cnc32)cc1C
4.2	1.9	-4.0	-5.0	7.8	1.6	8.3	-0.1	-2.1	4.2	CSc1ncc(CN2CCN(C3CCCC3)C(CCO)C2)cn1 (configuration not stated)
28.9*	-5.6	-2.3	1.4	-4.8	-1.1	-3.6	0.6	-0.7	5.2	CC1CCCC(C)N1C(=O)COC(=O)CCC(=O)c1ccc(F)cc1 (configuration not stated)
·	-19.7	5.0	6.2	2.2	3.9	·	0.2	5.9	-3.3	CC(=O)c1ccc(NCCCN2CCC(C(O)(c3ccccc3)c3ccccc3)CC2)cc1
3.5	-6.8	1.9	-211.4	-8.8	0.7	-5.6	2.2	-145.4	-11.4	COc1cccc2[nH]c(C(=O)NC(C)c3ccccc3)cc12 (configuration not stated)
-12.1	0.5	-1.1	7.4	-12.2	-5.4	3.3	0.3	4.3	-2.9	COC(=O)[C@H]1[C@H](C(=O)OC)[C@@H](C(=O)OC)N(c2ccc(OC)cc2)[C@@H]1C(=O)OC
-3.6	5.7	0.7	-2.3	-0.5	4.1	9.0	-0.2	-1.5	-3.9	O=C1CC2(CON=C2c2ccc(F)cc2)C(=O)N1c1ccc(F)cc1 (configuration not stated)
6.5	-5.8	-1.1	-1.5	-4.1	-2.2	3.3	0.3	0.7	-1.8	CC(C)c1[nH]nc2c1C(c1ccccc1)N(c1ccccc1)C2=O (configuration not stated)
7.6	-0.3	1.8	3.1	-12.1	4.1	19.4	0.4	4.9	-5.1	CSc1ccc(/C=N/N2CCN(Cc3ccc(C)cc3C)CC2)cc1
-0.1	13.2	4.4	-3.5	-4.4	7.5	-4.2	0.0	10.4*	3.2	COc1ccc(CSc2nnc(C)n2N)cc1[N+](=O)[O-]
3.8	2.7	-1.1	-1.4	-0.3	-4.2	0.8	-0.4	-2.2	-10.6	CCOC(=O)[C@]12CCCC=C1N(Cc1cccc3ccccc13)C(=O)[C@H](CC(=O)N1CCC(c3ccccc3)CC1)C2
